Bioassay records deposited in PubChem BioAssay by Emory University Molecular Libraries Screening Center.
EP2 antag: human EP2 receptor antagonists, primary screen, TR-FRET cAMP, C6 glioma cells; Prostaglandin E2 receptor EP2 subtype (Homo sapiens), P43116; inhibition, % at 25 µM; C6 glioma cells expressing human EP2; cells stimulated with saturating PGE2; actives 0.52% (n = 260,000);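 active = percent inhibition above 40 after rounding to a whole number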;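 note: rat C6 glioma host cells with rolipram phosphodiesterase inhibitor present; the protocol text gives 20 µM as final concentration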
Target sequence (P43116 whole entry, looked up): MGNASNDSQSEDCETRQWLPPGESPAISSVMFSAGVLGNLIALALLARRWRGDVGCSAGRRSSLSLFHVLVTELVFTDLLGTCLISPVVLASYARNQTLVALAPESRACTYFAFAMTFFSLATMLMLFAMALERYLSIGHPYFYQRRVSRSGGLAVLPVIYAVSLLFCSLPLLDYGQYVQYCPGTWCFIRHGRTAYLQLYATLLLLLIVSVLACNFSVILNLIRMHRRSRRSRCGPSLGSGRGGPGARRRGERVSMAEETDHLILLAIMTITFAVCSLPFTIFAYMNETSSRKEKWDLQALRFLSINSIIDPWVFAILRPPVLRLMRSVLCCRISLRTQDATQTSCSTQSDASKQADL
Numbers without * were called inactive. These rows are one share of the data; rates above refer to the full screens.

SMILES | EP2 antag
COc1ccc2cc(C(c3nnnn3C(C)(C)C)N3CCN(C)CC3)c(=O)[nH]c2c1 (stereo unspecified) | 11
COc1cc2c(cc1O)[C@@H](Cc1ccc(O)cc1)[N+](C)(C)CC2 | 12
Cc1ccccc1-c1nnc(NC(=O)c2ccc3nccnc3c2)s1 | 6
CCn1c(CSc2nc(C)cc(C)n2)nnc1SCC(=O)Nc1cc(Cl)ccc1OC | 4
CC(C)C(=O)c1cn(CC(=O)NC(C)(C)C)c2ccccc12 | 8
CC(=O)[C@@H](C)CCO[C@]1(C)OCC[C@@H]1C | 11
Cc1cccc(-c2nc(C(N)=O)c3[nH]c(=O)n(CCc4ccccc4)c3n2)c1 | 7
CCOc1ccc2[nH]c(=O)c(C(c3nnnn3C3CCCCC3)N3CCCC3)cc2c1 (stereo unspecified) | 11
C[C@@H]1CC[C@]2(C(=O)O)CC[C@]3(C)C(=CCC4[C@@]5(C)CC[C@H](O)C(C)(C)C5CC[C@]43C)C2[C@H]1C (stereo partly specified) | 18
CCCCNC(=O)[C@@H]1CC=C[C@@H]2CCN(C3CC3)C(=O)[C@@H]21 | 14
O=C(O)/C=C/C(=O)Nc1ccc(S(=O)(=O)Nc2nccs2)cc1 | 16
CCOc1ccc(NC(=O)c2ccc3c(c2)CCN3S(C)(=O)=O)cc1 | 5
CCC(c1nnnn1C(C)(C)C)N(Cc1ccc(OC)cc1)Cc1cc2cccc(C)c2[nH]c1=O (stereo unspecified) | 13
C[C@H]1[C@H](O)[C@@H](C)C=CC=CC=CC=CC=CC=CC=C[C@H](O[C@H]2O[C@@H](C)[C@H](O)[C@@H](N)[C@@H]2O)C[C@@H]2O[C@@](O)(C[C@@H](O)C[C@@H](O)[C@@H](O)CC[C@@H](O)C[C@@H](O)CC(=O)O[C@H]1C)C[C@H](O)[C@H]2C(=O)O | 43*
Oc1ccc(CNc2ccc(Cl)cn2)c2cccnc12 | 10
CC1CN(c2nc3c(c(=O)[nH]2)CCN(C(=O)C(C)C)C3)CC(C)O1 (stereo unspecified) | 11
CC(=O)N1CCCc2cc(C(O)CN3CCN(c4ccc(F)cc4)CC3)ccc21 (stereo unspecified) | 7
CC(N)CCCC(C)(C)O (stereo unspecified) | 7
COc1ccc(OC)c(S(=O)(=O)Nc2ccc3oc(C)c(C(C)=O)c3c2)c1 | 11
CCOC(=O)c1c(C)cc(OC)cc1O | 9
COc1ccc(S(=O)(=O)N2CCC(C(=O)Nc3cccc(C(C)=O)c3)CC2)cc1OC | 9
Cc1sc(NC(=O)CCn2cnc3ccccc3c2=O)nc1-c1ccc(Cl)cc1 | 7
Cc1nnc(SCc2ccc(OC(C)C)cc2)n1N | 16
CCc1cccc(C)c1NC(=O)C1CC(=O)N(c2ccc(OC)cc2)C1 (stereo unspecified) | 12
COc1ccc2[nH]c(=O)c(CN(Cc3ccco3)C(=O)Nc3ccc(Cl)cc3)cc2c1 | 15
Cc1ccccc1C1(O)CCN(CC(O)c2ccc(N3CCCC3=O)cc2)CC1 (stereo unspecified) | 6
O=C(NC1CCCCCC1)C1CCN(S(=O)(=O)c2ccc(Cl)cc2)CC1 | 15
CCCCCCCCCCCCCCCCOP(=O)([O-])OCC[N+](C)(C)C | 15
O=C(NC1CCCCCC1)c1cc2nc(-c3ccco3)cc(C(F)(F)F)n2n1 | 13
CCc1nc(NCCc2ccncc2)c2nnn(Cc3ccccc3F)c2n1 | 9
CC(C)NC(=O)c1ccccc1NC(=O)c1sc2ccccc2c1Cl | 7
CCc1nc(SCC(=O)Nc2ccc(Cl)cc2)n[nH]1 | 14
COC(=O)CCn1c(-c2cccnc2C)cc2cccnc21 | 8
C#CCn1nc(CC)n2c(cc3sccc32)c1=O | 9
CCOC(=O)Cc1[nH]nc2c1C(c1cccs1)C(C#N)=C(N)O2 (stereo unspecified) | 15
COc1ccccc1CN1CCN(Cc2cnc(N3CCOCC3)nc2)CC1 | 4
CC1(C)Cc2ccccc2C(C(=O)Nc2ccccc2Cl)N1 (stereo unspecified) | 10
C[C@H](O)C(=O)C1=Nc2c(nc(N)[nH]c2=O)NC1 | 15
CC1CC(C)CN(C(=O)Cn2c(SCC(=O)N3CCCCC3)nc3ccccc32)C1 (stereo unspecified) | 24
N=C1C(c2nc3ccccc3s2)=C(O)CN1c1ccc(Cl)cc1 | 17
COc1ccc(-n2nnnc2SCC(=O)Nc2cccc(F)c2)cc1 | 8
O=C1CC[C@@H](NCc2cnc(N3CCCCC3)nc2)[C@H](c2cc(F)cc(F)c2)N1 | 6
CN(C)C(CNS(=O)(=O)c1ccc(N2CCCC2=O)cc1)c1ccc(F)cc1 (stereo unspecified) | 5
CN(C)c1ccc(-c2nnn(CC(=O)NC3CCCCC3)n2)cc1 | 9
Cc1ncsc1C(=O)N[C@H](C)Cn1nnc2ccccc21 | 4

Taken from above:
O=C(NC1CCCCCC1)c1cc2nc(-c3ccco3)cc(C(F)(F)F)n2n1 in EP2 antag shows 13
Oc1ccc(CNc2ccc(Cl)cn2)c2cccnc12 in EP2 antag shows 10
CC1CC(C)CN(C(=O)Cn2c(SCC(=O)N3CCCCC3)nc3ccccc32)C1 (stereo unspecified) in EP2 antag shows 24
CCn1c(CSc2nc(C)cc(C)n2)nnc1SCC(=O)Nc1cc(Cl)ccc1OC in EP2 antag shows 4
COc1ccc2[nH]c(=O)c(CN(Cc3ccco3)C(=O)Nc3ccc(Cl)cc3)cc2c1 in EP2 antag shows 15
O=C(O)/C=C/C(=O)Nc1ccc(S(=O)(=O)Nc2nccs2)cc1 in EP2 antag shows 16

Further entries.
SMILES | EP2 antag
COCCCN1C(=O)/C(=C/c2ccc(C)cc2)SC1=S | 9
CC[n+]1c(/C=C2/Sc3ccc(OC)cc3N2C)ccc2cc(OC)ccc21 | 123*
CN(C)CCN(Cc1cccs1)Cc1ccc(Br)s1 | 5
CCCCC1C(=O)N(c2ccccc2)N(c2ccc(O)cc2)C1=O (stereo unspecified) | 21
Cn1c(CNc2cccc(C(F)(F)F)c2)nnc1SCC(=O)Nc1ccc2c(c1)OCO2 | 10
COCCOC(=O)c1c(C)oc2ccc(NS(=O)(=O)c3cccc4cccnc34)cc12 | 2
Cn1c(=O)[nH]c(=O)c2c1nc(N1CCCCCC1)n2CCCSc1ncccn1 | 10
Cc1nc2cc(Cl)c(NC(=O)C3CC3)cc2c(=O)n1Cc1ccccc1 | 11
CCOc1ccccc1NC(=O)c1sc(NC(=O)c2ccccc2Cl)c(C(=O)OC)c1C | 3
COc1ccc(-c2ccnc(SCC(=O)N3CCC(C)CC3)n2)cc1 | 6
C#CCOc1ccc(C2C3=C(CC(C)(C)CC3=O)NC3=C2C(=O)CC(C)(C)C3)cc1OCC | 17
CCc1ccccc1NC(=O)c1sc2cc(C)ccc2c1Cl | 9
OC(CN1CCC2(CC1)CC(O)c1ccccc1O2)c1ccccc1 (stereo unspecified) | 3
Clc1ccc(C=Nc2ccc3c(c2)Cc2ccccc2-3)c(Cl)c1 | 11
CC(C)(C)NC(=O)C(c1cccs1)N(C(=O)Cn1nnc2ccccc21)c1ccc(F)cc1 (stereo unspecified) | 19

Compounds listed so far containing a CF3 group, in the order listed:
SMILES | EP2 antag
O=C(NC1CCCCCC1)c1cc2nc(-c3ccco3)cc(C(F)(F)F)n2n1 | 13
Cn1c(CNc2cccc(C(F)(F)F)c2)nnc1SCC(=O)Nc1ccc2c(c1)OCO2 | 10

(cont.)
SMILES | EP2 antag
CC(Nc1nc(-c2ccc(F)cc2)cs1)c1nc2cc(Cl)c(N3CCCCC3)cc2n1CCCO (stereo unspecified) | 9
COc1ccc(C(=O)NC(=S)Nc2sc3c(c2C#N)CCC(C)C3)cc1 (stereo unspecified) | 16
CCOC(=O)c1cc2c(=O)n3ccccc3nc2n(Cc2ccc(C)cc2)c1=N | 2
Cc1cc2nc(-c3cccc(NC(=O)c4cccnc4)c3)oc2cc1C | 11
CCc1ccc2[nH]c(=O)c(CN(CCCN(CC)CC)C(=S)NC)cc2c1 | 19
O=c1[nH][nH]c(=S)c(=O)[nH]1 | 9
C=CCn1c(SCC(=O)NCc2ccccc2)nnc1-c1ccncc1 | 14
CC(=O)Oc1ccc(C(=O)Nc2nnc(C(C)C)s2)cc1 | 9
CCC(CO)NC(=O)c1cc2sc3ccccc3c2s1 (stereo unspecified) | 7
Cc1cccc(N2CCN(C(=O)CCn3nnc4ccccc43)CC2)c1C | 18
O=C1NC(O)(c2ccccc2)Oc2ccccc21 (stereo unspecified) | 4
CCOc1ccc2[nH]c(=O)c(CN(Cc3ccco3)C(=O)Nc3ccccc3Cl)cc2c1 | 8
CCCCNN | 7
NC(=O)c1c(NC(=O)c2ccc3ccccc3c2)sc2c1CCC2 | 16
Cc1cc(=O)[nH]c(N2CCN(C(=O)N3CCCCC3)CC2)n1 | 7
Cc1nnc2c(=O)[nH]c3ccccc3n12 | 6
O=C(CSc1nnc(NC(=O)c2ccc(F)cc2)s1)NC1CCCC1 | 12
CC(C)C(O)(C(C)C)C(C)C | 14
CCOc1ccc(/C=C\c2nc(O)c([N+](=O)[O-])c(=O)[nH]2)cc1OC | 10
Cc1ccnc(N2CCCC(C(=O)NC3CCC(C)CC3)C2)n1 (stereo unspecified) | 12
CN1CCc2cc(O)c(O)cc2C(c2ccccc2)C1 (stereo unspecified) | 12
N#C[C@H]1CN[C@H](N)N[C@@H]1N | 10
CCNC(=S)N(Cc1ccccc1)Cc1cc2ccc(C)c(C)c2[nH]c1=O | 7
COc1ccc(S(=O)(=O)N2CCCC(C(=O)Nc3ccc(C(C)C)cc3)C2)cc1 (stereo unspecified) | 9
COC(=O)c1ccc(NC(=O)COC(=O)c2ccccn2)cc1 | 6
Cc1nn(-c2ccccc2)c2[nH]c(=O)c(CNc3ccc(F)c(Cl)c3)cc12 | 20
COc1ccc(C2(NC(=O)c3cnc(N4CCOCC4)nc3)CCCC2)cc1 | 4
CCCNC(=O)c1c(NC(=O)c2ccc(OC)c(OC)c2)sc2c1CCCC2 | 11
Cc1cc2ccccc2n2c(=O)n(CC(C)NC(=O)CCCN3CCCC3=O)nc12 (stereo unspecified) | 3
Cc1ccc(C)c2[nH]c(=O)c(C3C(C#N)=C(N)Oc4c3ccc3ccccc43)cc12 (stereo unspecified) | 19
Cc1cccc2cc(CN(CCCO)Cc3nnnn3Cc3ccc(F)cc3)c(=O)[nH]c12 | 9
Cc1ccc(C(=O)Nc2nc3ccc(F)cc3s2)c(Cl)c1 | 9
C[C@@H]1CCCC(CC(=O)O)(CC(=O)O)C1 | 9
COCCn1nnnc1C(c1cc2cc(C)cc(C)c2[nH]c1=O)N1CC=C(c2ccc(F)cc2)CC1 (stereo unspecified) | 8
Cc1cc2cc(CN(CCO)C(c3nnnn3CC3CCCO3)C(C)C)c(=O)[nH]c2cc1C (stereo unspecified) | 14
COc1ccccc1NC(=O)C1CCCN(c2ncccn2)C1 (stereo unspecified) | 14
O=C(O)C1CCNCC1 | 14
Cc1cc2c(=O)n(CC(=O)NCCN3CCc4ccccc43)cnc2s1 | 5
CCc1ccc2[nH]c(=O)c(CN(Cc3ccccc3)C(c3nnnn3C3CCCCC3)C(C)C)cc2c1 (stereo unspecified) | 7
COc1ccc2c(c1)C(C)(CCN)C(=O)N2C (stereo unspecified) | 9
COC(=O)C(C)Sc1nnc(COc2ccc(Cl)cc2)n1C (stereo unspecified) | 22
CCC(=O)Oc1c(OC)cc(/C=C2\N=C(c3cccs3)OC2=O)cc1OC | 15
CC(=O)NC1(c2ccc(F)cc2)CCN(Cc2cccc(Oc3ncccn3)c2)CC1 | 6
c1ccc(/C(=N\Nc2nc3ccccc3s2)c2ccccn2)cc1 | 10
COc1ccc2cc(C)c3nnc(SCC(=O)Nc4nnc(C)s4)n3c2c1 | 11
CCOC(=O)CNc1ncnc2c1nnn2Cc1ccccc1 | 6
Cc1c(-c2ccccc2)n[nH]c1C(=O)NC(C)c1ccc2c(c1)CCC2 (stereo unspecified) | 12
CCOc1ccc(C(=O)Nc2ccc(N3CCN(C(=O)c4ccco4)CC3)cc2)cc1 | 12
CC(C)c1nc2ccccc2c2nn(CC(=O)NC34CC5CC(CC(C5)C3)C4)c(=O)n12 | 6
COc1cc2cc(C)c(SCC(=O)NC3CCCCC3)nc2cc1OC | 20
Cc1c(-c2ccccc2)nc2ccccc2c1C(N)=O | 11
O=c1[nH]c2ccc(S(=O)(=O)N3CCCCC3CN3CCCCC3)cc2[nH]1 (stereo unspecified) | 6
COc1cc(N)cc(-n2nnnc2C)c1 | 14
Cc1cc(OCC(=O)Nc2nnc(C(C)C)s2)cc(C)c1Cl | 14
CC(C)c1ccc2[nH]c3nc(SCC(=O)Nc4ccc(F)cc4)nnc3c2c1 | 7
CSc1ccc(CNCCNC(=O)c2ccco2)cc1 | 13
Cc1ccc(OCC(=O)Nc2ccc(S(=O)(=O)Nc3cc(C)nc(C)n3)cc2)c(C)c1 | 11
COC(=O)c1ccccc1NC(=O)COc1ccc(S(=O)(=O)N2CCCC2)cc1 | 8
Cc1ccc(N2C(=O)/C(=C3/Sc4ccccc4N3C)SC2=S)cc1 | 11
Cc1cnc(C(=O)Nc2cccnc2N2CCOCC2)cn1 | 12
CCc1ccc2[nH]c(=O)c(C(c3nnnn3C(C)(C)C)N3CCCCC3)cc2c1 (stereo unspecified) | 5
CC(C)Cn1cnc2c(SCc3ccccn3)nc(N)nc21 | 14
Cc1ccc(-c2cc(C(F)(F)F)nn2-c2ccc(S(N)(=O)=O)cc2)cc1 | 11

An excerpt from above in order of number of heavy atoms, falling:
SMILES | EP2 antag
Cc1ccc(-c2cc(C(F)(F)F)nn2-c2ccc(S(N)(=O)=O)cc2)cc1 | 11
Cc1ccc(N2C(=O)/C(=C3/Sc4ccccc4N3C)SC2=S)cc1 | 11
Cc1cc(OCC(=O)Nc2nnc(C(C)C)s2)cc(C)c1Cl | 14
